# High-throughput results as filed in PubChem BioAssay.
# Pf growth 96h = Primary qHTS for delayed death inhibitors of the malarial parasite plastid, 96 hour incubation; P. falciparum luciferase reporter growth, 96 h; Potency, µM (highest dose often 28.7 µM), inactives show top-dose activity change, negative = inhibition, usual class: inhibitors; actives 6.9% (n = 320,000); AID 504834, 2011; also: potency is read from the fitted curve at half-maximal effect; % is scaled to controls: 0 for no effect and ±100 for the full control effect
#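 Luminescence readout: decreased luciferase signal marks inhibited growth of reporter-expressing P. falciparum in infected red cells (2% hematocrit, 0.05% parasitemia final), exposed to compound two generations (96 h, 37 C, 5% CO2).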
# Cycloheximide cs = Cycloheximide Counterscreen for Small Molecule Inhibitors of Shiga Toxin; cell reporter, cycloheximide protein synthesis inhibition counterscreen; max response, %; actives 12% (n = 300,000); in the data active = max response mostly above about 13%, no sharp cut-off; inactive = mostly below about 14%; also: read at 38.3 µM for the half of the compounds with a filed dose; 0% is about no effect
# Tb PYK inh = qHTS of Trypanosoma Brucei Inhibitors. pyruvate kinase (Trypanosoma brucei), Q57TT1. TbPYK enzyme, Kinase-Glo Plus ATP luminescence, 45 min. Potency, µM (top dose mostly 76.8 µM), for inactives: at the top dose activity, negative = inhibition, hits mostly inhibitors. actives 0.12% (n = 410,000). AID 624173, 2012; also: potency is read from the fitted curve at half-maximal effect; % is scaled to controls: 0 for no effect and ±100 for the full control effect; nearly all actives have a fitted effect of over 50% in size
#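 Readout: single end-point luminescence (Kinase-Glo Plus, 10 min). Reaction conditions were TbPYK/substrate plus 130 uM ADP, 45 min at RT, pH 7.2 TEA buffer. No-enzyme wells served as controls, and data were normalized before concentration-response fitting.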
# LmPK inhibitor = qHTS Assay for Inhibitors of Leishmania Mexicana Pyruvate Kinase (LmPK). Potency, µM (highest dose often 57.5 µM), inactives show top-dose activity change, negative = inhibition, actives largely listed as inhibitors. AID 1721, 2009. Q27686. purified LmPK, Kinase-Glo ATP luminescence, 1 h. actives 0.37% (n = 290,000); also: potency is read from the fitted curve at half-maximal effect; % is scaled to controls: 0 for no effect and ±100 for the full control effect
# Target sequence (Q27686 whole entry, looked up): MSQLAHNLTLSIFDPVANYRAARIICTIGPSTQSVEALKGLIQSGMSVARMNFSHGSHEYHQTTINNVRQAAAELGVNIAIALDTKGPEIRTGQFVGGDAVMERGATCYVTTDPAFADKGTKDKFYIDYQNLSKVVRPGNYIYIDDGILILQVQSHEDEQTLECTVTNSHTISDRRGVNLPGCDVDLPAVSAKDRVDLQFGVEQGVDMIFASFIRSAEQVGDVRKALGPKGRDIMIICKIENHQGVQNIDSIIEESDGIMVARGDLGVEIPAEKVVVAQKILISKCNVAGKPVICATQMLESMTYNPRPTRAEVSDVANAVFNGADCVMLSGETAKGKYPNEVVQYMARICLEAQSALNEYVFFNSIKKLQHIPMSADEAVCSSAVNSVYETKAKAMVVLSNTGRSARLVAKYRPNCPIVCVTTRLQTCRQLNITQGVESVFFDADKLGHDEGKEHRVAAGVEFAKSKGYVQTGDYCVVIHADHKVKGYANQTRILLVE
#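 Purified LmPK (0.1 nM) converted ADP (0.1 mM) to ATP with PEP (0.5 mM) in imidazole buffer pH 7.2 with KCl and MgCl2, 1 h at room temperature. ATP was read by Kinase-Glo luminescence; data normalized to uninhibited and no-enzyme controls.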
# Pf growth 48h = Primary qHTS for delayed death inhibitors of the malarial parasite plastid, 48 hour incubation; P. falciparum luciferase growth in erythrocytes, 48 h; AID 504832, 2011; Potency, µM (titrated, usually from 28.7 µM), for inactives: at the highest dose activity change, negative = inhibition, actives largely listed as inhibitors; actives 5.9% (n = 310,000); also: potency is read from the fitted curve at half-maximal effect; % is scaled to controls: 0 for no effect and ±100 for the full control effect
#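 Here the parasites carry a stable luciferase gene and grow inside erythrocytes in Albumax-based RPMI medium with compound for one erythrocytic cycle. Activity is scored as loss of luminescent signal.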
# AmpC no deterg = qHTS Inhibitors of AmpC Beta-Lactamase (assay without detergent); AmpC nitrocefin hydrolysis, absorbance 480 nm, 0.0001% Triton; Potency, µM (top dose mostly 57.1 µM), for inactives: at the highest dose activity change, negative = inhibition, most hits filed as inhibitors; P00811; actives 0.52% (n = 330,000);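 also: potency is read from the fitted curve at half-maximal effect; plate controls were no compound for no effect and no enzyme for full effect; nearly all actives have a fitted effect of over 20% in size; some results filed as inactive show a strong effect at the top dose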
# Target sequence (P00811 whole entry, looked up): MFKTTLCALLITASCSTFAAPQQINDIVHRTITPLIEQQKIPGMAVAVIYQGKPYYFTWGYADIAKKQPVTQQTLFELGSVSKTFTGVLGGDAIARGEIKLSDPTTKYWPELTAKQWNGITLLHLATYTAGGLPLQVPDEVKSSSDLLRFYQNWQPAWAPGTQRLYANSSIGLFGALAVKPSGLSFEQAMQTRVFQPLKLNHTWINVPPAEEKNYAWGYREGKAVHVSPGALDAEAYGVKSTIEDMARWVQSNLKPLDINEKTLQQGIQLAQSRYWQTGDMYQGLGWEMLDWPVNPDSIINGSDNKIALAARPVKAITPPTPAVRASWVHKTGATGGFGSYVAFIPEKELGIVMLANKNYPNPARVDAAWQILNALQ
#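 AmpC (5.3 nM in the dispensed reagent) in 20 mM phosphate pH 7.0 with 0.01% (detergent screen) or 0.0001% Triton X-100 was preincubated with compounds for 15 min at room temperature. Nitrocefin was then added from an 800 uM solution, and hydrolysis was followed at 480 nm.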
# Shiga inhibitor = A qHTS for Small Molecule Inhibitors of Shiga Toxin; Vero cells, Shiga toxin protein synthesis inhibition reporter; inhibition, % at 38.7 µM; actives 9.2% (n = 290,000); AID 2315, 2010; in the data active = inhibition mostly above about 28%, no sharp cut-off; inactive = mostly below about 43%; also: 0% is about no effect
# Starred values were filed as active, the others as inactive; ? = inconclusive; . = no result given; [ ] = remark or other dose. Unless noted, calls follow the shape of the dose curve; as a rule, active = well fitted curve in the direction sought with a large enough effect; inconclusive = small, poorly fitted or top-dose-only effect, or another doubt; inactive = no such curve, though single readings can be large; an effect the other way counts as inactive or inconclusive.
SMILES | Pf growth 96h | Cycloheximide cs | Tb PYK inh | LmPK inhibitor | Pf growth 48h | AmpC no deterg | Shiga inhibitor
O=C(CCC(=O)N1CCCC1)Nc1nnc(C2CCCCC2)s1 | ? | -4 | 9% | 0% | -7% | 25% | -1
Cc1ccnc(N2CCCC(C(=O)Nc3cc(F)ccc3C)C2)n1 (centres undefined) | 5%[5.75 µM] | -4 | 0% | -1% | 3% | -7% | 25
O=C(C1CCN(S(=O)(=O)c2ccc(Br)cc2)CC1)N1CCOCC1 | 0% | -4 | 7% | 1% | 90%[activator] | 79%[activator] | -11
CC(C)(C)c1ccc(C(=O)N2CCC(C(=O)NC3CCCCCC3)CC2)cc1 | -20% | 12 | -4% | 4% | -8% | 67%[activator] | 77
O=C(CSc1nnc(Cn2c(=O)sc3ccccc32)n1CCc1ccccc1)N1CCCC1 | -20% | -3 | -8% | 9% | -7% | 72%[activator] | -4
O=C(NNC1CC(=O)N(c2ccc(Br)cc2)C1=O)c1ccccn1 (centres undefined) | 24% | -2 | -5% | 4%[11.5 µM] | 21% | -35% | 24
COC(=O)c1c(C(=O)OC)c(-c2ccccc2)n2c1CS(=O)(=O)C2 | ? | -4 | -2% | -1% | . | -10% | -4
CSCCC(NS(=O)(=O)c1ccccc1F)C(=O)NC(C)c1ccccc1 (centres undefined) | -4% | -2 | -14% | 0% | -6% | -15% | -7
Cc1c(NC(=O)c2cnn3c(C(F)(F)F)cc(-c4ccco4)nc23)c(=O)n(-c2ccccc2)n1C | ? | 2 | 5% | -8% | . | 26% | -13
COc1cccc(OC)c1C(=O)Nc1cccc(-c2ccc3nncn3n2)c1 | ? | -1 | -2% | -1% | -29% | -2% | -12
COc1cccc(NS(=O)(=O)c2ccc(OC)c(OC)c2)c1 | 15% | -4 | 0% | 3% | 2% | -14% | -6
CCCOC(=O)C(=O)NNc1ccccc1 | -13% | -1 | 6% | 8% | -16% | -2% | 4
CC(C)C(OC(=O)CN1C(=O)COc2ccccc21)C(=O)NC1CCCCC1 (centres undefined) | 5% | -5 | 3% | -2% | ? | 4% | -10
COC(=O)c1ccc(NC(=O)c2ccccc2CC[N+](=O)[O-])cc1 | 22% | 12 | 5% | -7% | 6% | -23% | 61
Cc1ccccc1NC(=O)c1cnc(Nc2nc3ccccc3s2)nc1C | 83%[activator] | 1 | . | 1% | 33%[activator] | 1% | -6
O=[N+]([O-])c1cccc(C(=S)N2CCCC2)c1 | ? | -1 | -7% | 0% | -3% | -15% | -3
CCCCOc1ccc(/C=C/C(=O)OCC(=O)NC2CCS(=O)(=O)C2)cc1OCC (centres undefined) | -1% | . | 1% | . | 7% | 157%[activator] | .
Cc1ccc(S(=O)(=O)Nc2cc(C)cn(Cc3ccccc3)c2=O)cc1 | 2% | -6 | -2% | 2% | ? | -43% | 12
Cc1ccccc1C(=O)N1CCN(c2ccc([N+](=O)[O-])c(NCc3cccnc3)c2)CC1 | 257%[activator] | -2 | -16% | 1% | ? | 137%[activator] | -20
O=C(COc1coc(CN2CCN(c3ccccc3F)CC2)cc1=O)NC1CCCCC1 | ? | . | -6% | . | ? | 0% | .

# As a working copy, 11 of the compounds above:
SMILES | Pf growth 96h | Cycloheximide cs | Tb PYK inh | LmPK inhibitor | Pf growth 48h | AmpC no deterg | Shiga inhibitor
O=C(NNC1CC(=O)N(c2ccc(Br)cc2)C1=O)c1ccccn1 (centres undefined) | 24% | -2 | -5% | 4%[11.5 µM] | 21% | -35% | 24
COC(=O)c1c(C(=O)OC)c(-c2ccccc2)n2c1CS(=O)(=O)C2 | ? | -4 | -2% | -1% | . | -10% | -4
CSCCC(NS(=O)(=O)c1ccccc1F)C(=O)NC(C)c1ccccc1 (centres undefined) | -4% | -2 | -14% | 0% | -6% | -15% | -7
Cc1c(NC(=O)c2cnn3c(C(F)(F)F)cc(-c4ccco4)nc23)c(=O)n(-c2ccccc2)n1C | ? | 2 | 5% | -8% | . | 26% | -13
COc1cccc(OC)c1C(=O)Nc1cccc(-c2ccc3nncn3n2)c1 | ? | -1 | -2% | -1% | -29% | -2% | -12
COc1cccc(NS(=O)(=O)c2ccc(OC)c(OC)c2)c1 | 15% | -4 | 0% | 3% | 2% | -14% | -6
CCCOC(=O)C(=O)NNc1ccccc1 | -13% | -1 | 6% | 8% | -16% | -2% | 4
CC(C)C(OC(=O)CN1C(=O)COc2ccccc21)C(=O)NC1CCCCC1 (centres undefined) | 5% | -5 | 3% | -2% | ? | 4% | -10
COC(=O)c1ccc(NC(=O)c2ccccc2CC[N+](=O)[O-])cc1 | 22% | 12 | 5% | -7% | 6% | -23% | 61
Cc1ccccc1NC(=O)c1cnc(Nc2nc3ccccc3s2)nc1C | 83%[activator] | 1 | . | 1% | 33%[activator] | 1% | -6
O=[N+]([O-])c1cccc(C(=S)N2CCCC2)c1 | ? | -1 | -7% | 0% | -3% | -15% | -3

# Further records.
SMILES | Pf growth 96h | Cycloheximide cs | Tb PYK inh | LmPK inhibitor | Pf growth 48h | AmpC no deterg | Shiga inhibitor
CCOc1cc(S(=O)(=O)N2CCN=C2Cc2ccccc2)ccc1F | ? | 1 | -3% | 0% | -1% | 0% | -5
CC(Oc1ccc2ccc(=O)oc2c1)C(=O)NC(Cc1c[nH]c2ccc(O)cc12)C(=O)O (centres undefined) | 0% | -1 | -9% | -4% | 5% | -36% | -5
Cc1cc(Cl)nc(Cl)c1C(=O)N1CCOCC1 | ? | 4 | -2% | 9% | -21% | -6% | -8
O=C(CSc1ncn[nH]1)Nc1ccc(Cl)c(Cl)c1 | . | -1 | 0% | 2% | -2% | -22% | 14
COc1cc(C(=O)NC(C)CCc2ccccc2)cc(OC)c1OC (centres undefined) | ? | -2 | -5% | -3% | ? | 24% | .
CCN(C(=O)COc1ccc(C)nc1[N+](=O)[O-])C1CCS(=O)(=O)C1 (centres undefined) | -19% | -5 | 4% | -2% | 0% | -24% | 19
Cc1cc(Oc2ccccc2)nc(-c2ccccc2)n1 | -1% | 27* | 2% | -2% | 44%[activator] | -22% | 20
NS(=O)(=O)c1ccc(NCc2ccccc2OCc2ccccc2F)cc1 | 118%[activator] | 2 | -6% | 6% | 35%[activator] | -41% | 11
Cc1cc(C(F)(F)F)nc(SCC(=O)Nc2cc(C)on2)n1 | 18% | -4 | 31% | 3% | . | -11% | -21
COc1ccc(NS(=O)(=O)c2ccc3c(c2)N(C(C)=O)CCO3)cc1 | ? | 7 | -3% | 2% | 10% | 7% | -2
CC1CCN(C(C(=O)NC2CCCCC2)c2cc3c(cc2[N+](=O)[O-])OCO3)CC1 (centres undefined) | 51%[activator] | -2 | 5% | 1% | 9.3µM* | 15% | 31
O=C(c1ccc2c3c(cccc13)CC2)C1CCCN(C(=O)c2ccc(=O)[nH]c2)C1 (centres undefined) | ? | -2 | -12% | 5% | -10% | 63%[activator] | -21
CSc1ncc(CN2CCCC(C(=O)Nc3ccc(-c4ccco4)cc3)C2)cn1 (centres undefined) | 8% | 5 | -15% | 1% | ? | 27% | 11
COc1ccc2oc(C(=O)NN3C(C)CCCC3C)c(C)c2c1 (centres undefined) | 0% | -2 | 0% | -3% | 10% | -3%[11.4 µM] | -18
S=c1[nH]nc(COc2ccccc2)n1-c1ccccc1 | ? | -7 | ? | ? | ? | -13% | -15
CC(=O)c1ccc(N2CCN(C(=S)NCc3ccco3)CC2)cc1 | 13µM* | 0 | -8% | 4% | -4% | -17% | 24
COC(=O)c1c(NC(C)=O)sc(Cc2ccccc2)c1C | ? | 2 | -1% | 1% | 0% | 42% | -10
CC1CCCN(C(=O)CNC(=O)c2sc3ccccc3c2Cl)C1 (centres undefined) | 130%[activator] | . | 6% | . | 100%[activator] | -1% | .
CCn1nnc(NC(=O)Cc2ccc(Cl)cc2)n1 | 62%[activator] | 8 | -3% | 4% | 4% | -19% | 27
CN1C(=O)SC(Nc2ccccc2C(=O)O)C1=O (centres undefined) | 1.3µM* | -2 | 1% | 4% | 6% | -12% | 1
O=C(Nc1ccc(Br)cc1)c1ccc(N2C(=O)C3CC=CCC3C2=O)cc1 (centres undefined) | 41%[activator] | 8 | -1% | -1% | 17% | -46% | 51
C/C(N)=C(/C#N)C(=O)CSc1nc2scc(-c3ccc(F)cc3)c2c(=O)n1C | ? | 3 | 1% | 6% | 0% | -27% | -7
O=C(Nc1nc2ccc([N+](=O)[O-])cc2s1)c1ccc(S(=O)(=O)N2CCCc3ccccc32)cc1 | -27% | -2 | 5% | 0% | ? | -37% | -10
COc1ccc(S(=O)(=O)N2CCCCC2)cc1NC(=O)c1ccco1 | ? | 1 | 1% | 6% | -19% | -2% | -5
COc1ccc(C(=O)OCC(=O)Nc2sccc2C(N)=O)cc1OC | 21% | 9.3* | 0% | 0% | 17% | -13% | 8
CCCCCOC(=O)C1=C(C)N(C)C(=O)NC1c1cc(Br)c(O)c(OC)c1 (centres undefined) | 3%[5.75 µM] | -2 | 2% | 1% | ? | 32% | -25
CCOC1(c2ccccc2)CC1C(=O)N/N=C/c1cccc([N+](=O)[O-])c1 (centres undefined) | ? | -2 | 5% | -1% | ? | 6% | 35
Cc1cc(-n2c(C)cc(C(=O)CSc3nnc4sc5ccccc5n34)c2C)no1 | 33%[activator] | 24* | -11% | 2% | -10% | -1% | 87*
CN1CCN(C(=O)CCCN2C(=O)/C(=C/c3cccc(Br)c3)SC2=S)CC1 | 26% | -2 | 2% | -20% | ? | 128%[activator] | -3
CCSc1nc(=S)n(CC)c(C)c1C(C)=O | . | 6 | -8% | 3% | 33% | . | 31
CC(=O)NC1(c2cccc(F)c2)CCN(C(=O)Nc2ccc(C#N)cc2)CC1 | 24% | 10 | 1% | 2% | ? | 1% | -1
Cc1cc(C(=O)Nc2cc(C(F)(F)F)ccc2N2CCOCC2)no1 | ? | -3 | 10% | -1% | ? | 48% | -3
COc1ccc(Cl)cc1NC(=O)C(C)Sc1nncn1C (centres undefined) | 58%[activator] | -3 | 1% | 2% | 0% | -4% | -24
CC1(C)CC(=O)C=C(c2ccc(F)cc2OCc2ccccc2)C1 | ? | . | -1% | . | ? | -16% | .
O=C(COc1ccc(F)cc1)Nc1cc(Cl)ccc1-n1cncn1 | -5% | . | 1% | . | ? | -21% | .
COc1ccc(C(=O)N(C(C)C)C(C)C)c(OC)c1 | -23% | -2 | -1% | -4% | . | -10% | 1
COC(=O)c1c(NC(=O)C(=O)NCC2CCCO2)sc2c1CC(C)(C)OC2 (centres undefined) | ? | 9 | 4% | -1% | ? | 86%[activator] | -10
CC(C)C(=O)NC(NC(=O)C(C)C)c1ccc([N+](=O)[O-])cc1 | 12% | -4 | 1% | 0% | 9% | -15% | -7
O=C(CNCCCO)Nc1cc(C(F)(F)F)cc(NC(=O)CNCCCO)c1Cl | ? | 2 | 0% | -1% | 16% | -8% | -9
